Assay outcomes from PubChem BioAssay.
K1F lysis inhibition = protection from phage-mediated lysis, alamar blue read-out – E. coli UTI89, K1F phage, bacterial capsule biogenesis inhibitors (AID 488966) | E. coli UTI89 K1F phage lysis, alamar blue, 2 h; higher % means a stronger effect | inhibition, % at 100 µM; hits with a dose series show IC50 in µM | 340,000 compounds, 0.02% hits;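 active means phage lysis inhibition, versus mean bacterial control, above a set limit; inconclusive means no clear call, values can overlap the other calls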;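 further: capsule biogenesis inhibitors block K1F phage lysis so surviving cells raise fluorescence; higher fluorescence means more inhibition of phage lysis; actives were called in the ten point dose series up to 300 µM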
Lipid droplet = hepatic lipid droplet formation modulation; AML12 mouse hepatocytes, oleate lipid droplets, BODIPY imaging; inhibition, % at 6.5 µM; 240,000 compounds, 0.4% hits;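 active means lipid droplet intensity inhibited by at least 50%, with more than 500 cells counted; inconclusive means wells with under 300 cells, treated as cytotoxic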
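Material: mouse AML12 hepatocyte cell line, fixed after treatment; Timing: compound with oleate, overnight; Technique: high-content imaging of BODIPY-stained droplets and DAPI nuclei; Probe or stimulus: oleate, 100 µM final; Dosing: compound at 6.5 µM only.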
Myeloid diff MLP = compounds promoting myeloid differentiation; ER-HoxA9 myeloid progenitors, lysozyme-GFP differentiation, flow cytometry; calls only at 10 µM; 360,000 compounds, 1% hits; AID 624256;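 active means normalized GFP-positive differentiation at or above the plate's own cutoff, the solvent-only control mean plus 3 SD; inconclusive means no clear call, values can overlap the other calls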;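 further: cells exposed to compound for four days before flow analysis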
Lipid droplet cells 6.5 µM = also measured in Lipid droplet; calls as there; cell count; measured here: cell count, cytotoxicity flag;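 cells counted across two imaged fields per well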
Myeloid diff MLP GFP+ MAC1+ % = recorded beside Myeloid diff MLP, whose call it bears; GFP+ MAC1+ double positive, %; measured here: differentiation confirmed by MAC1 staining
Numbers without * were called inactive; i = inactive; ? = inconclusive; nt = not tested or not shown; [ ] = remark or other dose.

Fields: K1F lysis inhibition | Lipid droplet | Lipid droplet cells 6.5 µM | Myeloid diff MLP | Myeloid diff MLP GFP+ MAC1+ %
COc1cc2c(cc1OC)C(C)N(S(=O)(=O)c1cccs1)CC2 (stereo unspecified)
  2.5%[50 µM] | -2 | 816 | i | 0.8
O=C(NCc1ccccc1OC(F)(F)F)C1CCC(=O)N(CCc2ccccn2)C1 (stereo unspecified)
  0.6%[50 µM] | 11 | 687 | i | 3.4
CCOc1ccc(CCNS(=O)(=O)c2ccc(-c3ccc(=O)[nH]n3)o2)cc1OCC
  0.3% | 0 | 746 | i | 1.4
CC(=O)Nc1nc2ccc(S(=O)(=O)N3CCCCC3)cc2s1
  0.1% | 7 | 825 | i | 0.4
O=C(CSc1ccc(Br)cc1)Nc1ccccc1N1CCOCC1
  -0.1% | -13 | 801 | i | 1.3
CSc1ncc2c(=O)[nH]c(-c3ccccc3)nc2n1
  0.7% | 8 | 819 | i | 0.3
COC(=O)[C@H](Cc1c[nH]c2ccccc12)NC(=O)NCc1ccc(OC)c(OC)c1
  0.4% | -8 | 840 | i | 0.9
CN(C(=O)CC(NC(=O)c1ccccc1Cl)c1ccccc1)c1ccccc1 (stereo unspecified)
  0.7%[50 µM] | -13 | 670 | i | 0.3
COc1ccc(CN2C(=O)c3cccnc3C2=O)cc1S(=O)(=O)NC1CCCCC1
  -0.1% | -3 | 734 | i | 0.3
CCN1C(=O)NC(c2ccc(Cl)cc2)C2=C1CCCC2=O (stereo unspecified)
  -0.1% | -3 | 694 | i | 1.5
Cc1ccc(-n2nc3c(c2NC(=O)CC(C)C)CS(=O)(=O)C3)cc1
  0.5% | -3 | 687 | i | 1.4
Cc1ccc(NC(=O)CCC(=O)OC(C)C(=O)c2ccccc2)cc1 (stereo unspecified)
  0.2% | 6 | 772 | i | 0.2
COc1cccc(CNCC2CCCO2)c1 (stereo unspecified)
  -0.2% | -5 | 738 | i | 0.4
CCOc1ccc(S(=O)(=O)NCCc2cn3ccccc3n2)cc1
  -0.3%[50 µM] | 5 | 652 | i | 8.1
Cc1ccccc1CS(=O)(=O)c1cn(CC(=O)N2CCOCC2)c2ccccc12
  1.3%[50 µM] | -4 | 696 | i | 0.2
COc1ccccc1OCC(=O)Nc1ccccc1C(=O)Nc1cccc(C(=O)O)c1
  0.2% | 14 | 794 | i | 0.7
O=C(NCc1ccccc1Cl)C1CCN(S(=O)(=O)c2ccc(N3CCCC3=O)cc2)CC1
  -2.8% | -6 | 700 | i | 1.0
COC(=O)c1ccc(NC(=O)c2nc(S(=O)(=O)Cc3cccc(C)c3)ncc2Cl)cc1
  -0.3% | -22 | 568 | i | 0.0
CC1CC(C)CN(S(=O)(=O)c2ccc3oc(=O)ccc3c2)C1 (stereo unspecified)
  1.8%[50 µM] | 17 | 712 | i | 3.6
Cc1c(C=O)c2ccccn2c1C(=O)c1ccccc1Cl
  0.1% | -17 | 836 | i | 0.4
COc1ccc(-c2noc(CNC(=O)CCN3C(=O)[C@H]4CC=CC[C@H]4C3=O)n2)cc1
  -0.1% | -6 | 789 | i | 9.5
CC(=O)c1ccc(OCCCCOc2ccc(C(C)=O)cc2)cc1
  3.3% | -4 | 796 | i | 0.6
Cc1c(C(=O)OCC(=O)Nc2ccc(C(=O)N(C)C)cc2)oc2ccccc12
  0.1% | 2 | 862 | i | 0.5
COCCCNC(=O)C1CCCN(S(=O)(=O)c2cccc3nsnc23)C1 (stereo unspecified)
  0.7% | -10 | 713 | i | 2.0
CCC(Oc1ccc(C)c(C)c1)C(=O)N1CCCN(C)CC1 (stereo unspecified)
  -0.2% | -14 | 809 | i | 0.0
COc1ccccc1C1C(C(=O)c2ccco2)=C(O)C(=O)N1c1cc(C)on1 (stereo unspecified)
  0.1% | 2 | 817 | i | 0.8
O=C1CCCN1Cc1ccccc1
  1.5% | -3 | 800 | i | 1.9
O=C(Nc1cccc(/C=C/c2ccccn2)c1)c1cc(Cl)ccn1
  0.3% | -28 | 790 | i | 0.3
COc1cc(OC)c(C(=O)OCN2C(=O)c3ccccc3C2=O)cc1OC
  -0.1% | 1 | 792 | i | 0.3
COC(=O)c1cc(CNC(=O)c2sccc2-c2ccccc2)ccc1OC
  -0.3% | -1 | 836 | i | 0.7
CN(C)c1ccc(/C=C(\NC(=O)c2ccccc2)C(=O)NCc2cccnc2)cc1
  0.0% | -22 | 771 | i | 4.0
Cc1ccc2[nH]c(=O)c(CC(=O)O)c(-c3ccccc3)c2c1
  -0.5% | -16 | 815 | i | 0.6
Cc1cccc(NC(=O)c2ccc(S(=O)(=O)N(C)CC3CCCO3)cc2)c1C (stereo unspecified)
  1.0%[50 µM] | -10 | 678 | i | 0.0
Cc1ccc2cc(C=O)c(N3CCOCC3)nc2c1C
  0.2% | -4 | 755 | i | 0.6
O=C(Nc1cc(Cl)ccc1O)C1CC(c2c(F)cccc2Cl)=NO1 (stereo unspecified)
  -0.1% | 3 | 752 | i | 0.5
CC(C)c1cc(C(=O)NNC(=S)NC2CCCCC2)cs1
  0.2% | -30 | 674 | ? | nt
Cc1ccc(C(=O)C2=C(O)C(=O)N(Cc3cccnc3)C2c2ccc(Cl)c(Cl)c2)o1 (stereo unspecified)
  0.9%[50 µM] | -3 | 850 | i | 0.5
CCOc1ccc(CNC(=O)c2cccc(NC(=O)C3=C(C)OCCS3)c2)cc1
  0.1% | -16 | 697 | i | 6.3
O=C(c1ccc(OC2CCN(CCc3ccccc3)CC2)cc1)N1CCC(CO)CC1
  0.4% | -3 | 793 | i | 2.1
COc1ccc(CSc2nnc(-c3ccncc3)n2N)cc1
  0.1% | -3 | 719 | i | 0.3
COc1ccc(C2(C)NC(=O)N(CC(=O)Nc3ccc(Br)cc3F)C2=O)cc1OC (stereo unspecified)
  -0.1% | -33 | 819 | i | 6.7
CCN(CC)CCSc1nnc2c3ccccc3n(Cc3ccccc3)c2n1
  0.3% | -4 | 610 | i | 1.5
O=C(NCc1ccc(F)cc1)c1cccc(NC2=NC3CS(=O)(=O)CC3S2)c1 (stereo unspecified)
  -0.2% | -1 | 698 | i | 1.8
COCCNC(=O)CN1N=C(c2ccc(C)cc2)CCC1=O
  0.1% | 8 | 784 | i | 0.9
CC1CC(C)CN(S(=O)(=O)c2ccc(C(=O)N3CCOCC3)cc2)C1 (stereo unspecified)
  0.0% | 5 | 751 | i | 1.6
Cc1cccc(NC(=O)C2Cc3ccccc3O/C2=N\O)c1 (stereo unspecified)
  2.2%[50 µM] | 1 | 843 | i | 1.1
COc1ccc(C(=O)N/N=C/c2ccc(OC)c(COc3ccc(F)cc3)c2)cc1
  0.2% | 18 | 857 | i | 0.0
COc1cccc(CNc2cc(C)ccn2)c1O
  0.0% | 5 | 843 | i | 0.6
Cc1cc(=O)oc2cc(NC(=O)c3c(Cl)cnn3C)ccc12
  0.2% | -15 | 569 | i | 6.0
CNC(=O)N1c2ccccc2CCc2ccccc21
  0.1% | 0 | 770 | i | 0.5

Next compounds
Fields: K1F lysis inhibition | Lipid droplet | Lipid droplet cells 6.5 µM | Myeloid diff MLP | Myeloid diff MLP GFP+ MAC1+ %
CCCCn1c(N)c(N(CC(C)C)C(=O)c2ccc3c(c2)NC(=O)C(C)S3)c(=O)[nH]c1=O (stereo unspecified)
  -0.1% | 0 | 878 | i | 0.6
Cc1ccc(CN2CCC(C(=O)Nc3ccc(Oc4cccnc4)cc3)CC2)cc1
  0.1% | 0 | 817 | i | 2.1
CCCCOc1ccc(C(=O)N2CCN(c3ncccn3)CC2)cc1
  0.2% | -39 | 797 | i | 0.7
COc1ccccc1N1CCN(C(=O)Cn2c(=O)oc3cc(S(=O)(=O)N4CCCC4)ccc32)CC1
  -1.7% | 1 | 801 | i | 2.1
COc1ccc(C(C(=O)NC2CCCC2)N(Cc2cccnc2)C(=O)c2snc(C(N)=O)c2N)cc1OC (stereo unspecified)
  0.5% | -4 | 776 | i | 0.5
COc1ccc(OC)c(NC(=O)c2cccc(N3C(=O)C4C5C=CC(C6CC56)C4C3=O)c2)c1 (stereo unspecified)
  0.2% | 8 | 758 | i | 3.9
COc1ccc(C)cc1NC(=O)NC(C)c1ccc2c(c1)OCO2 (stereo unspecified)
  0.5%[50 µM] | -28 | 678 | i | 1.0
COc1ccccc1CNC(=O)c1cc(C)nc2ccccc12
  -0.1% | -8 | 841 | i | 0.5
COc1ccccc1-n1nnnc1SCC(=O)Nc1ccc(C)c(N)c1
  0.3% | -4 | 850 | i | 0.5
Cc1ccc(CNC(=O)CS(=O)(=O)Cc2nc(-c3ccccc3F)oc2C)cc1
  2.3% | -1 | 756 | i | 3.1
CCc1ccc(C(C)NC(=O)c2ccc3c(c2)OCO3)cc1 (stereo unspecified)
  0.2% | -30 | 599 | i | 0.0
Cc1ccc(S(=O)(=O)NC(=O)Nc2ccc(F)c(F)c2)cc1
  2.8% | 10 | 758 | i | 0.7
COc1ccc(CNC(=O)c2cncc(Br)c2)cc1
  -0.9%[50 µM] | -6 | 843 | i | 0.3
CC1CCN(S(=O)(=O)c2ccc3c(c2)N(CC(=O)NCCCN2CCCCC2)C(=O)CS3)CC1
  0.1% | 10 | 722 | i | 10
CCOc1ccc(C(=O)C2CCN(CC(=O)Nc3nccs3)CC2)cc1
  -0.1% | -18 | 725 | i | 0.6
COc1ccc(F)cc1S(=O)(=O)NCc1cc(=O)n(C)c(=O)n1C
  0.0% | 3 | 723 | ? | nt
CCOC(=O)N/N=C\c1ccc(OC/C=C/c2ccccc2)cc1
  0.0% | -7 | 788 | i | 0.3
O=S(=O)(Nc1ccc(S(=O)(=O)N2CCCC2)cc1)c1ccc(F)cc1
  0.2% | 22 | 819 | i | 1.3
COc1cccc(/C=C/C(=O)NCC2CCCCC2)c1
  0.0% | 31 | 706 | i | 0.5
Cc1ccc2nc(N(CCN(C)C)C(=O)c3ccc4ccccc4c3)sc2c1
  1.3% | -23 | 771 | i | 1.9
O=C(COc1ccc(S(=O)(=O)N2CCOCC2)cc1Cl)NC1CCCCC1
  1.7%[50 µM] | -5 | 783 | i | 0.3
Oc1ccc(-c2csc(Nc3ccccn3)n2)c(O)c1
  -0.1% | 8 | 807 | i | 1.1
Cc1ccc(S(=O)(=O)N2CCCCC2)cc1C(=O)N(C)CC(=O)Nc1ccc(Cl)c(C(F)(F)F)c1
  -0.1% | -13 | 783 | i | 2.2
CN(CC(=O)NCc1ccc(F)cc1)S(=O)(=O)c1ccc(Br)s1
  -0.2% | 6 | 813 | i | 0.4
COc1cc(/C=N/NC(=O)c2cc(C3CC3)[nH]n2)cc(OC)c1OC
  0.1% | 0 | 713 | i | 0.7
Cc1oncc1C(=O)Nc1cccc(C#N)c1
  -0.1% | -6 | 717 | i | 1.0
O=C(O)c1ccc(Oc2cc(Oc3ccc(C(=O)O)cc3)cc([N+](=O)[O-])c2)cc1
  -1.4% | -5 | 852 | i | 0.3
O=C(C1CCCN(S(=O)(=O)c2ccc(Br)cc2)C1)N1CCN(Cc2ccccc2)CC1 (stereo unspecified)
  -0.6%[50 µM] | -15 | 793 | i | 0.8
COc1cccc(CN2CC(C(=O)NCc3ncc(C)[nH]3)CCC2=O)c1 (stereo unspecified)
  -0.1% | 0 | 785 | i | 1.2
CCOc1ccc(C(=O)OCC(=O)NCCCc2ccccc2)cc1
  -0.1% | -1 | 782 | i | 0.8
CC(C)N(C)Cc1nnnn1CC(=O)NCc1cc(F)cc(C(F)(F)F)c1
  0.1% | -1 | 828 | i | 0.7
CCOc1cccc(/C=C(/C#N)c2nc3ccccc3[nH]2)c1OCC(=O)O
  0.1% | 3 | 786 | i | 0.7
COc1ccc(N2CCN(S(=O)(=O)c3cc4c(cc3C)N(C(C)=O)CCO4)CC2)cc1
  2.5% | -1 | 690 | i | 4.2

Reformatted with tabs: part of the list above
compound	K1F lysis inhibition	Lipid droplet	Lipid droplet cells 6.5 µM	Myeloid diff MLP	Myeloid diff MLP GFP+ MAC1+ %
COc1cc(/C=N/NC(=O)c2cc(C3CC3)[nH]n2)cc(OC)c1OC	0.1%	0	713	i	0.7
COc1ccc(N2CCN(S(=O)(=O)c3cc4c(cc3C)N(C(C)=O)CCO4)CC2)cc1	2.5%	-1	690	i	4.2
CCOc1cccc(/C=C(/C#N)c2nc3ccccc3[nH]2)c1OCC(=O)O	0.1%	3	786	i	0.7

Some of the compounds tested (hit frequency here may not be typical).
